mIAP activ – mouse IAP activation; AID 2805; activation factor at 10 µM; actives 0.24% (n = 330,000); muIAP, CDP-Star luminescence, 30 min; active compounds read high; 1 = vehicle-only enzyme signal, 0 = enzyme-free wells;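 active = activation factor of at least 2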; note: the source names both 10 and 20 µM as test concentration; values of inactives mirror those of a sister screen read the other way
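also added = chemiluminescent substrate CDP-Star | test system = mouse IAP enzyme | signal = chemiluminescence readout | compound = DMSO-dissolved test compounds | incubation = 30 min at room temperature | benchmarks = DMSO wells, no-enzyme wells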
hIAP block – blocks human intestinal alkaline phosphatase | actives 0.12% (n = 330,000) | inhibition, % at 10 µM | AID 2544 | purified IAP, CDP-Star luminescence, 30 min;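 active = inhibition reaching a set limit with compound at 10 µM in the primary screen, cut at about 35% in these data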;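 note: plate controls were DMSO wells with enzyme for no effect and no-enzyme buffer wells for full effect; values of inactives mirror those of a sister screen read the other way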
Target sequence (P09923 whole entry, looked up): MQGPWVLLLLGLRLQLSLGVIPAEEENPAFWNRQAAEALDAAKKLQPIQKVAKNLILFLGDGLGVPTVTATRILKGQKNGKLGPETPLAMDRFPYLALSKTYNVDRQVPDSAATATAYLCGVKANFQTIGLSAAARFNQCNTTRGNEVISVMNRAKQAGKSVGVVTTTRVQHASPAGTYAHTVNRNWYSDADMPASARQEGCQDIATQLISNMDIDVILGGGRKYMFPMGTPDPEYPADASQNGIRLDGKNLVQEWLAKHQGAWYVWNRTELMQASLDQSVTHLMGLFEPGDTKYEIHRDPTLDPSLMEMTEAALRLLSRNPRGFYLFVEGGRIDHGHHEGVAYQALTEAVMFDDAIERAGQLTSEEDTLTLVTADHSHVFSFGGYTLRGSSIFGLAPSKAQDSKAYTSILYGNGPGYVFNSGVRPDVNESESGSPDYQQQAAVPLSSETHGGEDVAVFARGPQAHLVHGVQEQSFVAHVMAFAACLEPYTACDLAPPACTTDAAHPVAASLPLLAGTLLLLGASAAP
MIN6 prolif – inducers of beta-cell replication in MIN6 cells. actives 0.29% (n = 330,000). proliferation, % at 10 µM. AID 2380. MIN6 cells proliferation, ATPlite luminescence, 48 h; cells starved in 0.2% serum; 100% = growth in 10% serum;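 active = compounds whose signal lies at least 3.5 SD above the mean of all wells on their plate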;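 note: 0% = DMSO-treated cells in low-serum medium and 100% = 10% serum control; some compounds called inactive have numbers as strong as hits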
MPTP block – permeability transition pore inhibition. AID 602449. inhibition, % at 10 µM. isolated mouse mitochondria, Ca2+ swelling absorbance, 30 min. actives 1.4% (n = 360,000);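 active = inhibition of 50% or more, scaled per plate between neutral and stimulator controls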;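 note: 0% = DMSO wells given calcium and 100% = 1 mM EGTA wells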
mIAP block – blocks mouse intestinal alkaline phosphatase; purified mouse IAP, CDP-Star luminescence, 30 min; inhibition, % at 10 µM; actives 0.2% (n = 330,000);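 active = inhibition of at least 40% at 10 µM in the primary screen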;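 note: plate controls were DMSO with enzyme for no effect and no enzyme wells for full effect; values of inactives mirror those of a sister screen read the other way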
GRIN3A LBD mod – NR3A (human) ligand-binding domain modulation; NR3A LBD differential scanning fluorimetry, Tm shift; 0% = protein alone, 100% = glycine-bound protein; Tm shift relative to glycine control, % at 25 µM; actives 2.5% (n = 340,000); AID 1259313;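 active = melting temperature shift of at least 10% of the positive control shift, at one fixed dose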
APOBEC3A inh – human APOBEC3A DNA deaminase inhibition; P31941; recombinant A3A, FAM/TAMRA ssDNA deamination fluorescence; inhibition, % at 20 µM; actives 0.41% (n = 330,000);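 active = at least 40% inhibition at 20 µM here, with at most 30% in a related deaminase screen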;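 note: plate controls were A3A with DMSO for no effect and wells lacking A3A enzyme for full effect; some results filed as inactive read as strong as hits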
Target sequence (P31941 whole entry, looked up): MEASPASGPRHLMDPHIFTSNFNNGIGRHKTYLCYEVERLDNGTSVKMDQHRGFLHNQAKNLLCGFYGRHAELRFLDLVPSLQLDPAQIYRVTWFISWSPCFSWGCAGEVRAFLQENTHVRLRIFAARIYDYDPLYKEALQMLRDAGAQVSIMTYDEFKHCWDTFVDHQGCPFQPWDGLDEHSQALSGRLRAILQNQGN
hIAP act – increases human intestinal alkaline phosphatase activity. P09923. purified human IAP, CDP-Star luminescence, 30 min; active compounds read high; 1 = vehicle-only enzyme, 0 = enzyme-free background. activation factor at 10 µM. actives 0.16% (n = 330,000). AID 2524;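 active = activation factor of the enzyme at least 2-fold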; note: the source names both 10 and 20 µM as test concentration; values of inactives mirror those of a sister screen read the other way
A3G deaminase – inhibitors of human APOBEC3G DNA deaminase; Q9HC16; AID 493012; inhibition, % at 20 µM; actives 0.28% (n = 330,000); recombinant A3G, ssDNA deamination FAM/TAMRA fluorescence;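 active = inhibition of at least 40% at 20 µM, with no more than 30% in the related APOBEC3A deaminase screen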;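 note: plate controls were DMSO wells with A3G for no effect and wells lacking A3G enzyme for full effect; some compounds called inactive have numbers as strong as hits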
Target sequence (Q9HC16 whole entry, looked up): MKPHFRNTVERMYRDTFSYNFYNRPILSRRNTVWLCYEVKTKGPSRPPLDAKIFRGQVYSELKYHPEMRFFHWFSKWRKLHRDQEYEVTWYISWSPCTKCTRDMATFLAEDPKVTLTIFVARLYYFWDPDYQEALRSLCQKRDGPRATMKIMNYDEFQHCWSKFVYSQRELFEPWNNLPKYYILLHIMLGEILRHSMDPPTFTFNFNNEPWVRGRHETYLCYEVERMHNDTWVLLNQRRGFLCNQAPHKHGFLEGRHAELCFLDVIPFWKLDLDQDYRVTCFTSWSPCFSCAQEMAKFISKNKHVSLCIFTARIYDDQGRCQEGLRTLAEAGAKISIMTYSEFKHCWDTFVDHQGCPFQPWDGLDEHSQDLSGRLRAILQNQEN
* marks the source's active call; other numbers are inactive results.

SMILES | mIAP activ | hIAP block | MIN6 prolif | MPTP block | mIAP block | GRIN3A LBD mod | APOBEC3A inh | hIAP act | A3G deaminase
CC(=O)C1=C(O)C(=O)N(CCCn2ccnc2)C1c1ccc(Br)cc1 (stereo not given) | 1 | -1 | 0 | 1.0 | -3 | 1 | -2 | 1 | -6
O=C(Cc1ccc(Cl)cc1Cl)OCC(=O)c1ccc[nH]1 | 1.1 | -2 | -4 | 0.1 | -9 | -1 | -6 | 1 | -5
O=C1CN(C(=O)COC(=O)c2cc(S(=O)(=O)N3CCOCC3)ccc2Cl)c2ccccc2N1 | 0.96 | -5 | 0 | 0.7 | 4 | 0 | 2 | 1 | -1
CN(C(=O)c1ccccc1Cl)c1ccccc1 | 0.96 | 16 | 3 | -1.6 | 4 | 0 | -2 | 0.84 | -6
O=C(CSc1nc2[nH]ncc2c(=O)[nH]1)Nc1cccc([N+](=O)[O-])c1 | 1 | -4 | -1 | -0.4 | -4 | 2 | -2 | 1 | -8
Cc1cccc(NC(=O)COc2cccc3c2CCN(C)C3=O)c1 | 1.1 | 2 | -1 | 10 | -10 | -3 | 7 | 0.98 | 12
NC(=O)CC(NC(=O)Cc1ccc(Br)cc1)c1ccc(NC2CCCCCC2)c([N+](=O)[O-])c1 (stereo not given) | 0.87 | 26 | -8 | -1.5 | 13 | 3 | 0 | 0.74 | -3
Cc1cc(C)nc(N2CCN(C(=O)c3ccc(S(=O)(=O)N4CCCCCC4)cc3)CC2)n1 | 0.9 | -8 | -1 | 1.6 | 10 | -2 | 0 | 1.1 | -12
CCCCN(CC)CCCNC(=O)c1cn(C)c2ccc(S(=O)(=O)N(C)C3CCCCC3)cc2c1=O | 0.96 | -11 | -5 | -0.6 | 4 | 4 | -1 | 1.1 | -3
Cc1ccc(S(=O)(=O)N(C)CC(=O)O/N=C(\N)c2ccc([N+](=O)[O-])cc2)cc1 | 0.86 | 18 | -2 | 4.5 | 14 | 21* | -3 | 0.82 | -6
CCOc1ccc(S(=O)(=O)NCc2cccnc2)cc1C | 1 | 14 | -1 | 0.1 | -1 | -2 | 3 | 0.86 | -1
COc1cccc(C(c2nnnn2Cc2ccco2)N2CCN(c3cccc(C)c3C)CC2)c1OC (stereo not given) | 1 | 9 | -3 | 2.8 | 0 | 1 | 2 | 0.91 | 1
Cc1cc(NC(=O)CCCn2nc([N+](=O)[O-])c(Br)c2C)no1 | 0.96 | -5 | -2 | 2.1 | 4 | 0 | 5 | 1 | -5
Cc1ccc(C)c(NC(=O)CN(C)C(=O)c2cccc(-n3cccc3)c2)c1 | 1 | 0 | 1 | 0.2 | -4 | 0 | 86 | 0.99 | 38
CC(NC(=O)c1ccnc(C(C)(C)C)c1)c1ccccc1 (stereo not given) | 1 | -3 | 0 | 1.8 | -4 | -1 | 1 | 1 | -11
Clc1ccc(CN2CCc3c([nH]c4ccccc34)C2)cc1Cl | 0.97 | -6 | -5 | -2.0 | 3 | -1 | 0 | 1.1 | -6
Cc1c(CCC(=O)O)c(=O)oc2c(C)c(OCc3ccccc3Cl)ccc12 | 0.98 | 0 | -3 | 3.2 | 2 | 0 | -4 | 1 | -6
O=C(Nc1cc([N+](=O)[O-])ccc1F)c1ccc2c(c1)OCCO2 | 0.96 | -2 | -4 | 0.8 | 4 | 0 | 2 | 1 | -1
O=C(NCCCn1ccnc1)/C(=C\c1ccccc1Cl)NC(=O)c1ccccc1 | 1 | -18 | -2 | -0.3 | -3 | 1 | -3 | 1.2 | -7
COCCCN(C)C1CCN(C(=O)Nc2ccc(F)cc2)CC1 | 0.95 | 3 | 4 | -0.1 | 5 | 5 | -2 | 0.97 | 3
CC(=O)N1CCN(C(=S)NC(=O)c2ccc(F)cc2)CC1 | 1 | -10 | -2 | 0.5 | 0 | 2 | 0 | 1.1 | -2
CC(Oc1ccc(Br)cc1)C(=O)Nc1cc(Cl)ccc1N1CCN(C)CC1 (stereo not given) | 0.95 | -19 | -6 | 2.8 | 5 | 1 | 58* | 1.2 | 9
CNC(C)C#Cc1ccc2sc3cccc(OC)c3c(=O)c2c1 (stereo not given) | 0.95 | -1 | -1 | 1.3 | 5 | -1 | 12 | 1 | -9
CC(C)(C)NC(=O)NC(=O)COC(=O)Cc1c(Cl)cccc1Cl | 1.1 | 5 | -4 | 1.0 | -7 | 0 | -4 | 0.95 | -1
COc1ccc(CC(=O)Nc2cccc(/C(C)=N/NC(=O)c3cccc([N+](=O)[O-])c3)c2)cc1 | 1 | 12 | -2 | -1.4 | -2 | -7 | 72* | 0.88 | 1

Six compounds already listed, sorted by count of non-hydrogen atoms, lowest first:
SMILES | mIAP activ | hIAP block | MIN6 prolif | MPTP block | mIAP block | GRIN3A LBD mod | APOBEC3A inh | hIAP act | A3G deaminase
CC(=O)N1CCN(C(=S)NC(=O)c2ccc(F)cc2)CC1 | 1 | -10 | -2 | 0.5 | 0 | 2 | 0 | 1.1 | -2
COCCCN(C)C1CCN(C(=O)Nc2ccc(F)cc2)CC1 | 0.95 | 3 | 4 | -0.1 | 5 | 5 | -2 | 0.97 | 3
Cc1cccc(NC(=O)COc2cccc3c2CCN(C)C3=O)c1 | 1.1 | 2 | -1 | 10 | -10 | -3 | 7 | 0.98 | 12
Cc1ccc(C)c(NC(=O)CN(C)C(=O)c2cccc(-n3cccc3)c2)c1 | 1 | 0 | 1 | 0.2 | -4 | 0 | 86 | 0.99 | 38
Cc1ccc(S(=O)(=O)N(C)CC(=O)O/N=C(\N)c2ccc([N+](=O)[O-])cc2)cc1 | 0.86 | 18 | -2 | 4.5 | 14 | 21* | -3 | 0.82 | -6
O=C(NCCCn1ccnc1)/C(=C\c1ccccc1Cl)NC(=O)c1ccccc1 | 1 | -18 | -2 | -0.3 | -3 | 1 | -3 | 1.2 | -7

Next structures:
SMILES | mIAP activ | hIAP block | MIN6 prolif | MPTP block | mIAP block | GRIN3A LBD mod | APOBEC3A inh | hIAP act | A3G deaminase
Cc1ccc(CN(C)C(=O)COC(=O)CSc2ccc(C(N)=O)cc2[N+](=O)[O-])cc1 | 0.96 | -4 | -6 | -1.3 | 4 | 2 | 9 | 1 | -6
COCCn1c(=O)[nH]c(=O)c2cc(C(=O)c3cc(Cl)ccc3O)cnc21 | 0.84 | 8 | -2 | -5.3 | 16 | -18 | -2 | 0.92 | -13
COc1ccc2c(c1)c(=O)oc1cc3occ(C(C)(C)C)c3cc12 | 0.91 | 6 | -5 | 2.7 | 9 | 0 | 5 | 0.94 | -3
CCn1c(Cc2cccn2C)nnc1SCC(=O)c1ccc(C)cc1 | 0.92 | -1 | -2 | -0.7 | 8 | 0 | -3 | 1 | -4
Cn1c(NC(=O)c2ccc(Cl)cc2)c(-c2ccccn2)c(=O)c2ccccc21 | 1 | 14 | 1 | -2.0 | 0 | -3 | 8 | 0.86 | -2
CCCCCCC(O)(c1ccccc1)C(CN1CCOCC1)c1ccccc1 (stereo not given) | 1 | -9 | -7 | -0.3 | -2 | 1 | 4 | 1.1 | 2
CCC[N+](CC#Cc1ccccc1)(CCC)CC(=O)OC | 0.93 | 0 | 4 | -1.7 | 7 | 1 | -2 | 1 | -3
COc1ccccc1Nc1c([N+](=O)[O-])cc(C)cc1[N+](=O)[O-] | 0.97 | -12 | 0 | 3.9 | 3 | 0 | 4 | 1.1 | -5
O=C(Cn1c(COc2ccc(Cl)cc2)nc2ccccc21)NCC(F)(F)F | 1.3 | 0 | 2 | 5.2 | -27 | 0 | 8 | 1 | -9
COc1cc(C)ccc1OCCCOc1cc(C)ccc1Cl | 0.83 | 1 | -2 | 2.3 | 17 | 0 | -6 | 0.99 | -5
CC(=O)Nc1sc(C)c(C)c1C(=O)OCC(=O)Nc1cc(S(=O)(=O)N2CCCCC2)ccc1Cl | 0.96 | 5 | -1 | 0.4 | 4 | -1 | 1 | 0.95 | -5
CCOC(=O)CC1C(=O)NCCN1Cc1cccc(C(F)(F)F)c1 (stereo not given) | 0.99 | 18 | 3 | -0.4 | 1 | -1 | -7 | 0.82 | -9
COc1ccc(CNC(=O)C2CCN(C(=O)c3ccc(F)cc3)CC2)cc1OC | 1 | 21 | 0 | -2.3 | 0 | 1 | -6 | 0.79 | -9
CCN(CC)C(=O)Cn1cc(S(=O)(=O)CC(=O)NCc2ccc(F)cc2)c2ccccc21 | 0.8 | 8 | -3 | -1.1 | 20 | -1 | 11 | 0.92 | -1
COc1ccccc1NS(=O)(=O)c1cccc(NC(=O)c2[nH]c(C)c(C(C)=O)c2C)c1 | 1.1 | -3 | -1 | 66* | -7 | -5 | 1 | 1 | -4
Nc1c(C(=O)NCc2ccc(Cl)cc2)sc2nc3c(c(C(F)(F)F)c12)CCC3 | 0.9 | -21 | -3 | 1.0 | 10 | 1 | 0 | 1.2 | -4
Cc1ccnc(NC(=O)c2ccc3c(c2)C(=O)N(CCC(C)C)C3=O)c1 | 0.99 | -11 | -3 | -0.4 | 1 | -1 | 7 | 1.1 | -1
CCN1CC(CN(C)Cc2nc(-c3ccc(Cl)cc3)no2)CC1=O (stereo not given) | 0.92 | -10 | 1 | 2.0 | 8 | -1 | -3 | 1.1 | -9
CC(=O)c1ccc(N2CCN(C(=S)Nc3cccc(Cl)c3)CC2)cc1 | 1.1 | 2 | -4 | 9.1 | -10 | 0 | -3 | 0.98 | -6
Cc1ccc(S(=O)(=O)NCc2ccc(C(=O)NCCc3ccc(S(N)(=O)=O)cc3)cc2)cc1 | 0.97 | -6 | -2 | 0.3 | 2 | -1 | -4 | 1.1 | -1
O=C(Cc1cccs1)NCc1ccccc1Br | 0.94 | 0 | -2 | 1.6 | 6 | 1 | -4 | 1 | -7
O=C(CN1CCC(C(=O)c2ccc3c(c2)OCCO3)CC1)Nc1ccccc1C(F)(F)F | 0.92 | 16 | 0 | 0.9 | 8 | -22 | -1 | 0.84 | -7
COc1cccc(C2C3=C(CC(C)(C)CC3=O)OC(N)=C2[N+](=O)[O-])c1 (stereo not given) | 0.92 | -6 | 1 | -1.9 | 8 | -1 | -2 | 1.1 | -5
Cn1ncc(Cl)c1C(=O)N1CCN(C23CC4CC(CC(C4)C2)C3)CC1 | 0.98 | -11 | 0 | 0.3 | 2 | 1 | -1 | 1.1 | -2
CCOC(=O)C1=C(COC(=O)/C=C/c2cccc([N+](=O)[O-])c2)NC(=O)NC1C (stereo not given) | 1.1 | -18 | 1 | 1.4 | -8 | 2 | 2 | 1.2 | -1
Additional results
SMILES | mIAP activ | hIAP block | MIN6 prolif | MPTP block | mIAP block | GRIN3A LBD mod | APOBEC3A inh | hIAP act | A3G deaminase
Cc1cccc(NC(=O)Cn2cc(C(=O)C3CC3)c3ccccc32)c1C | 0.92 | -8 | 0 | 56* | 8 | -2 | 4 | 1.1 | -2
CCOC(=O)C1CN(S(=O)(=O)c2ccc(C)cc2)c2cc(S(=O)(=O)CC)ccc2O1 (stereo not given) | 1.1 | -4 | 0 | 0.1 | -10 | 0 | -3 | 1 | -6
Brc1ccc(-c2nnc3n2C2(CCCC2)Cc2ccccc2-3)o1 | 0.97 | 1 | -3 | 2.5 | 3 | -3 | 0 | 0.99 | 0
CC(=O)c1c(C)[nH]c(C(=O)CN2C(=O)NC(C)(c3ccc4c(c3)OCCO4)C2=O)c1C (stereo not given) | 0.99 | -12 | 1 | -1.6 | 1 | 32* | 6 | 1.1 | -3
O=C(CCNc1n[nH]c(=O)[nH]c1=O)N/N=C\c1ccc(Br)cc1 | 0.98 | 4 | 0 | 0.3 | 2 | 1 | -1 | 0.96 | -7
CCCC(=O)Nc1cc2c3c(c1)C(C)C(=O)N3CCC2 (stereo not given) | 0.98 | -23 | 0 | -1.7 | 2 | 3 | 1 | 1.2 | -7

Screening data (PubChem BioAssay)
